High-throughput results (PubChem)
USP28 inh: inhibitors of human USP28 deubiquitinase | Ubiquitin carboxyl-terminal hydrolase 28 (Homo sapiens), Q96RU2 | purified USP28, Ub-rhodamine cleavage fluorescence, 30 min | inhibition, % at 25 µM | hit rate 3% among 47,000
USP10 block: inhibitors of human USP10 deubiquitinase | purified USP10, Ub-rhodamine fluorescence, 60 min | inhibition, % at 20 µM | hit rate 1.1% among 47,000 | AID 1645856, 2021 | Ubiquitin carboxyl-terminal hydrolase 10 (Homo sapiens), Q14694
USP8 inh: inhibitors of human USP8 deubiquitinase. purified USP8, Ub-rhodamine cleavage fluorescence, 30 min. inhibition, % at 20 µM. hit rate 4.2% among 47,000. AID 1645853, 2021
Target sequence (P40818 whole entry, looked up): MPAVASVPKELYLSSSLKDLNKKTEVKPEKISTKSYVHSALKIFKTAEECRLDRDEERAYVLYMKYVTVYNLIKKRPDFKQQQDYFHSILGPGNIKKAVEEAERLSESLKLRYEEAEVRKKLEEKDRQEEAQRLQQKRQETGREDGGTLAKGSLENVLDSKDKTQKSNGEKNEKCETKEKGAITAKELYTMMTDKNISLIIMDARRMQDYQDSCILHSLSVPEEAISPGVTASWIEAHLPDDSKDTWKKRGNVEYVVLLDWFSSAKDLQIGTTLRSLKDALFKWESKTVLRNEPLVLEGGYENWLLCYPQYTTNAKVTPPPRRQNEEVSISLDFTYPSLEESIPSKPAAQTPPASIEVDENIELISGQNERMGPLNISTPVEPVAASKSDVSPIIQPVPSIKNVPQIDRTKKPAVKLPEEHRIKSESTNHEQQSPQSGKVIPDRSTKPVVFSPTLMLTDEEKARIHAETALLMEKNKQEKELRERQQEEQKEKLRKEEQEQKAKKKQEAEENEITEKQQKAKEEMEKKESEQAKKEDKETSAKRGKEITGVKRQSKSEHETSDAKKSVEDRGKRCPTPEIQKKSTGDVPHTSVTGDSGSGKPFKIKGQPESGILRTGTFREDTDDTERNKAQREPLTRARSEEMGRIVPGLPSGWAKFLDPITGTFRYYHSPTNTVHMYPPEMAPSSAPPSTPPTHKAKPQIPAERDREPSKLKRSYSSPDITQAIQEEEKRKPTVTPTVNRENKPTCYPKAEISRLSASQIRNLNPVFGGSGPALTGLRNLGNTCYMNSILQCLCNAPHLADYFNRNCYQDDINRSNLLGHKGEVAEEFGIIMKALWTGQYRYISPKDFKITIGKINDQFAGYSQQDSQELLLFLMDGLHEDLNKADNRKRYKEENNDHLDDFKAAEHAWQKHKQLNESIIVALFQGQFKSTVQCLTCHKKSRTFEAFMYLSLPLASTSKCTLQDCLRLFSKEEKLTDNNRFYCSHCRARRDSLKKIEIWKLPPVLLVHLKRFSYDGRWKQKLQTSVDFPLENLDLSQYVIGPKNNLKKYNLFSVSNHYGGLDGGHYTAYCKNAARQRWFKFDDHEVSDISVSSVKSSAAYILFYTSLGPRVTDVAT
USP17 block: inhibitors of human USP17 deubiquitinase | Ubiquitin carboxyl-terminal hydrolase 17-like protein 5 (Homo sapiens), A8MUK1 | purified USP17, Ub-rhodamine cleavage fluorescence, 3 h | hit rate 6.5% among 47,000 | inhibition, % at 50 µM
USP7 inh: inhibitors of human USP7 deubiquitinase | inhibition, % at 20 µM | purified USP7, Ub-rhodamine cleavage fluorescence | hit rate 0.3% among 47,000
USP30 block: inhibitors of human USP30 deubiquitinase | hit rate 5.3% among 47,000 | AID 1645860, 2021 | Ubiquitin carboxyl-terminal hydrolase 30 (Homo sapiens), Q70CQ3 | inhibition, % at 25 µM | purified USP30, Ub-rhodamine cleavage fluorescence
OTUD3 block: inhibitors of human OTUD3 deubiquitinase; OTU domain-containing protein 3 (Homo sapiens), Q5T2D3; purified OTUD3, Ub-rhodamine fluorescence, 2 h; inhibition, % at 25 µM; hit rate 0.7% among 47,000; AID 1645858, 2021
UCHL1 block: inhibitors of human UCHL1 deubiquitinase | purified UCHL1, Ub-rhodamine cleavage fluorescence | inhibition, % at 20 µM | hit rate 0.2% among 47,000 | AID 1645859, 2021
* hit, by the source's call; i = inactive; / = no result given. Rule as the data show it: active = inhibition above about 30%; inactive = the rest.

SMILES | USP28 inh | USP10 block | USP8 inh | USP17 block | USP7 inh | USP30 block | OTUD3 block | UCHL1 block
CC(=O)Nc1cc(C(=O)NCCN2CCCCC2)c2ccc(C)nc2c1 | -34.3 | -8.1 | 4.0 | -38.4 | -12.4 | -240.5 | -40.0 | -12.4
c1cncc(-c2nnc3n2C2(CCCCC2)Cc2ccccc2-3)c1 | 2.3 | 0.0 | -1.1 | -1.8 | -0.1 | 0.9 | -0.6 | -2.8
CC(C)(C)c1cc(C(=O)N2C[C@@H]3OCC(=O)N(CCc4ccccc4)[C@H]3C2)n[nH]1 | -0.1 | -0.8 | 1.3 | 0.6 | -5.6 | 30.9* | -3.8 | -6.3
COc1cc(-c2cnc3c(NC(C)=O)cc(-c4cccnc4)cn23)cc(OC)c1OC | 0.1 | -6.7 | -10.3 | -1.0 | 0.2 | 2.3 | 4.7 | -3.0
C=CCCC(=O)O[C@H]1CC(C)=C2C(=O)C=C(C)[C@@H]2[C@H]2OC(=O)[C@@H](C)[C@@H]21 | 14.5 | 0.0 | 18.5 | 8.2 | -12.0 | 18.9 | 12.3 | 2.4
Cc1nnc(-c2cc(C)n(CC(=O)Nc3ccc(F)cc3)c2C)o1 | 23.2 | -0.8 | 19.5 | 21.9 | 3.8 | 28.0 | 29.7 | 3.2
CCc1ccc(CNC(=O)CCC(=O)N2CCCn3nc(C)cc32)cc1 | -2.7 | -1.8 | -0.5 | -0.1 | 0.0 | 1.0 | -1.6 | -2.5
Cc1nnc(C(=O)Nc2ccc(C(=O)NCc3ccccc3C)cc2)s1 | -1.0 | 0.7 | 5.8 | 68.1* | 6.2 | -4.7 | 4.6 | 6.4
O=C(NCCN1CCCCCC1)c1ccc2ncnc(N3CCCC3)c2c1 | -78.2 | -6.1 | -27.4 | -64.3 | -28.8 | -159.8 | -54.1 | -23.9
FC(F)(F)c1cccc(-c2cc3nc(NCCc4ccncc4)ccn3n2)c1 | -8.6 | -10.3 | -22.2 | -5.2 | -1.3 | -22.4 | -19.6 | -2.3

Nothing new here: entries from further up.
SMILES | USP28 inh | USP10 block | USP8 inh | USP17 block | USP7 inh | USP30 block | OTUD3 block | UCHL1 block
CC(=O)Nc1cc(C(=O)NCCN2CCCCC2)c2ccc(C)nc2c1 | -34.3 | -8.1 | 4.0 | -38.4 | -12.4 | -240.5 | -40.0 | -12.4
c1cncc(-c2nnc3n2C2(CCCCC2)Cc2ccccc2-3)c1 | 2.3 | 0.0 | -1.1 | -1.8 | -0.1 | 0.9 | -0.6 | -2.8
CC(C)(C)c1cc(C(=O)N2C[C@@H]3OCC(=O)N(CCc4ccccc4)[C@H]3C2)n[nH]1 | -0.1 | -0.8 | 1.3 | 0.6 | -5.6 | 30.9* | -3.8 | -6.3
COc1cc(-c2cnc3c(NC(C)=O)cc(-c4cccnc4)cn23)cc(OC)c1OC | 0.1 | -6.7 | -10.3 | -1.0 | 0.2 | 2.3 | 4.7 | -3.0
C=CCCC(=O)O[C@H]1CC(C)=C2C(=O)C=C(C)[C@@H]2[C@H]2OC(=O)[C@@H](C)[C@@H]21 | 14.5 | 0.0 | 18.5 | 8.2 | -12.0 | 18.9 | 12.3 | 2.4
Cc1nnc(-c2cc(C)n(CC(=O)Nc3ccc(F)cc3)c2C)o1 | 23.2 | -0.8 | 19.5 | 21.9 | 3.8 | 28.0 | 29.7 | 3.2
CCc1ccc(CNC(=O)CCC(=O)N2CCCn3nc(C)cc32)cc1 | -2.7 | -1.8 | -0.5 | -0.1 | 0.0 | 1.0 | -1.6 | -2.5
Cc1nnc(C(=O)Nc2ccc(C(=O)NCc3ccccc3C)cc2)s1 | -1.0 | 0.7 | 5.8 | 68.1* | 6.2 | -4.7 | 4.6 | 6.4

The results go on.
SMILES | USP28 inh | USP10 block | USP8 inh | USP17 block | USP7 inh | USP30 block | OTUD3 block | UCHL1 block
Cc1ccc2nc(CNC(=O)c3ccccc3-c3nc(-c4ccc(F)cc4)no3)[nH]c2c1 | 17.5 | 10.4 | 18.9 | 77.6* | -52.8 | -19.5 | 7.3 | 8.6
Cc1cc(-c2ccc(S(=O)(=O)N3CCc4ccccc43)s2)on1 | 3.8 | -7.6 | 12.1 | 1.7 | 7.0 | 0.0 | 0.1 | -3.9
O=C(O)C1CCN(C(=O)Nc2ccc3c(c2)OCO3)CC1 | -17.4 | -3.8 | 29.9 | -0.3 | -0.3 | -4.5 | -10.5 | -5.1
CNc1nc2c(c(=O)n1C)CCN(S(=O)(=O)c1ccc(C(F)(F)F)cc1)C2 | 1.4 | -5.6 | -4.7 | -7.4 | 0.3 | -36.9 | -3.9 | -0.8
COc1ccc(C(=O)Nc2sc(C)c(C)c2CN2CCN(CCO)CC2)cc1 | -11.3 | -5.7 | -5.2 | -17.3 | -5.6 | -24.8 | -11.3 | 2.2
Cc1noc(C2CN(C(=O)COc3cccc4c3OC(C)(C)C4)C2)n1 | 2.2 | 0.1 | -20.2 | -8.9 | 1.8 | 1.4 | 4.6 | 7.0
CN(C[C@H]1C[C@]2(C)[C@@H](CCCC[C@]2(C)O)N1C)C(=O)c1ncccc1O | -17.1 | -5.1 | -19.5 | -9.2 | 0.0 | -40.5 | -10.2 | -5.5
O=C(c1ccc2nc[nH]c2c1)N1CCC2(CC1)Nc1cccnc1NC2=NC1CCCC1 | -160.2 | -2.5 | -149.2 | -196.5 | -28.1 | i | -170.4 | -30.1
O=C1CC(c2ccccc2Cl)C2=C(COC2=O)N1 (stereo not drawn) | -17.4 | 0.9 | -8.3 | -0.3 | -1.0 | 0.8 | -7.4 | -4.4
Cc1nc(C2CCCN(S(C)(=O)=O)C2)nc2c1CCC(=O)N2CC1CCCCC1 (stereo not drawn) | -4.4 | -2.6 | 6.8 | 0.9 | -10.2 | 1.3 | 4.0 | 0.0
COCCCN1CC(=O)N2Cc3[nH]c4ccccc4c3C[C@@H]2C1=O | -7.8 | -1.4 | -0.5 | / | -17.3 | 0.3 | -9.2 | -2.1
CCS(=O)(=O)N1Cc2ccccc2CC1C(=O)NCc1ccc2c(c1)OCO2 (stereo not drawn) | 6.6 | 7.9 | 38.7* | 25.8 | 8.2 | -40.4 | 8.0 | 5.4
COc1ccc(/C=C(\NC(=O)c2ccco2)C(=O)OC(C)C)cc1 | 19.6 | -1.1 | 2.8 | 14.3 | 2.2 | 17.1 | 13.6 | 0.8
COc1ccc(C(=O)NCCc2nnc3ccc(SCC(=O)NCc4ccccc4)nn23)cc1 | 7.3 | -0.2 | 14.8 | 8.0 | 0.0 | 21.2 | 5.7 | -1.3
CCCCN(C(=O)c1nc2nccc(C)n2n1)c1ccccc1 | -8.2 | 0.1 | 2.8 | 2.3 | -1.4 | 0.0 | -3.8 | -3.4
Cc1ccc(C(=O)Nc2ccc(C)n(CC(=O)N3CCN(C)CC3)c2=O)cc1 | / | 4.8 | 3.2 | 5.4 | 1.4 | / | -3.2 | 1.1
CN(Cc1ccc(C(C)(C)C)cc1)Cc1nc(N)nc(N)n1 | -15.9 | -3.0 | -4.2 | -41.3 | -14.1 | -22.6 | -12.7 | -1.8
Cc1cc(-c2nnc(SCC(=O)Nc3cccc4ccccc34)n2N)n[nH]1 | -0.6 | -0.3 | -6.3 | -8.7 | 0.1 | 1.4 | -1.2 | 0.0
COc1cccc(-c2nc3c(s2)CN(C(=O)CCC2CCCC2)CC3)c1 | 7.3 | 11.2 | 6.5 | 19.8 | -30.8 | 12.3 | 7.8 | 3.3
CCOc1ccc(CNC(=O)C2CCCN(c3nc4ccccc4[nH]3)C2)cc1OC (stereo not drawn) | -12.8 | 0.6 | -11.6 | -4.9 | -3.0 | -3.4 | -10.8 | -2.4
c1ccc2c(-c3nc(C4CC4)no3)nnc(NCCN3CCOCC3)c2c1 | 5.1 | 0.3 | -59.3 | -8.2 | -8.4 | -0.1 | -3.0 | -0.1
CSc1ccc(CNC(=O)c2cc(CN3CCOCC3)on2)cc1 | 0.1 | 0.0 | 6.2 | 8.4 | -2.1 | 4.7 | 5.0 | -1.9
CN(C)C(=O)c1ccc(OC2CCN(C(=O)c3cccc(F)c3)CC2)nc1 | -7.8 | 0.0 | -3.2 | -2.3 | 1.8 | 16.4 | -3.2 | -3.2
O=C(NCCc1ccccc1)c1ccccc1-c1ccccc1C(=O)NCCc1ccccc1 | 13.2 | 11.6 | 12.3 | 11.5 | 11.9 | 31.6* | 25.4 | 7.1
O=C(NCCc1ccccc1)[C@@H]1Cc2c([nH]c3ccccc23)C2c3ccccc3C(=O)N21 (stereo partly drawn) | 5.8 | 1.9 | 3.5 | -0.1 | -1.5 | -17.2 | -6.0 | 5.4
CC(=O)N1C[C@@H]2[C@H](NC(=O)c3ccc4ncccc4c3)c3ccccc3[C@@H]2C1 | 2.6 | -0.8 | 5.2 | 6.2 | 1.9 | 1.8 | 2.0 | 0.5
O=C(Nc1cc(-c2ccccc2)nn1C1CCS(=O)(=O)C1)c1ccc(F)cc1 (stereo not drawn) | 3.3 | -3.4 | -41.2 | -8.3 | 1.5 | -2.9 | 0.2 | 0.6
CC(=O)c1ccc(OCC(O)CN2CCCN(C(=O)c3cccs3)CC2)cc1 (stereo not drawn) | 6.8 | -0.5 | 9.5 | 5.2 | 4.0 | 2.8 | 5.1 | 1.8
COc1ccc2[nH]c3c(N4CCN(C5CCCCC5)CC4)ncnc3c2c1 | -9.0 | 2.5 | -3.4 | -9.0 | 4.2 | -1.1 | -1.0 | 1.0
COc1cc(NC(=O)c2ccc3nc(-c4ccccc4)cn3c2)cc(OC)c1 | 4.3 | -1.1 | -6.2 | -12.3 | -0.6 | 22.2 | 5.2 | 0.0
CC(Nc1ccc(Oc2ccccc2)cc1)C(=O)Nc1ccc2c(c1)OCO2 (stereo not drawn) | 9.5 | 8.8 | 26.7 | 21.5 | 2.4 | 30.1* | 9.3 | 7.8
COCc1cc(=O)[nH]c2c1c(-c1cccs1)nn2C | -3.5 | -1.8 | -1.3 | 3.1 | 0.0 | 3.9 | -1.3 | -1.7
CCN1C(=O)COC[C@@H]1[C@H](O)c1ccc(NC(=O)c2cccc(F)c2)cc1 | -0.6 | -0.6 | 3.0 | -1.8 | -0.2 | 25.9 | -4.8 | -0.9
Cc1ccnc(C2CCN(C(=O)Cn3nnc4ccccc43)C2)n1 (stereo not drawn) | 12.1 | 6.6 | 25.7 | 2.1 | 5.9 | 18.8 | 12.0 | 4.7
COc1ccc(CN(C(=O)c2cccc(-n3cnnn3)c2)C(C(=O)NC(C)(C)C)c2cc(OC)c(OC)c(OC)c2)cc1 (stereo not drawn) | 9.1 | -1.4 | 14.7 | 10.1 | 3.3 | 22.0 | 3.3 | 3.4
CS(=O)(=O)c1ccc(CN2CCCn3c(nc4ccccc43)C2)cc1 | -0.3 | 0.9 | -6.6 | -9.6 | 3.6 | -4.5 | -5.2 | 0.3
COc1ccccc1Nc1ncc(C(=O)NCCc2ccc(Cl)cc2)c2ccccc12 | 6.6 | 7.8 | 37.3* | 80.9* | 23.2 | 12.0 | 13.0 | 0.2
COc1ccc(CCNC(=O)N2C[C@H]3C[C@H]4[C@](C2)(CN(CC(C)C)S4(=O)=O)O3)cc1 | 9.3 | 4.8 | -17.4 | 7.3 | 4.3 | 15.2 | 8.4 | 2.9
FC(F)(F)C1=CC=NCCN1 | -80.7 | -7.3 | -22.1 | -61.1 | -22.7 | -324.8 | -67.4 | -22.4
c1ccc(N2CCCC(c3nccnc3-c3ncc[nH]3)C2)nc1 (stereo not drawn) | 1.9 | -0.9 | -51.3 | -14.6 | 3.2 | 7.4 | 2.5 | -0.8
CC1OC2CC(=O)OC2C2=C1C(=O)c1c(O)cccc1C2=O (stereo not drawn) | 56.4* | -6.8 | 0.7 | 93.8* | -56.7 | -2.9 | 45.0* | 24.8
COCCNC(=O)Cn1c([C@@H]2CCCO2)cc2cccnc21 | -10.8 | -0.1 | -45.6 | -18.8 | 1.1 | -9.3 | -5.0 | -3.0
CCOCCCNc1cc(C(C)C)nc2nc(-c3cccnc3)nn12 | 11.4 | 0.4 | 7.6 | 9.1 | 4.1 | 12.0 | 10.4 | 4.4
CN1C(=O)c2cccnc2Sc2cc(NC(=O)COc3ccc(Cl)cc3)ccc21 | -2.7 | -2.5 | -17.5 | -38.2 | -4.6 | -54.2 | -15.3 | -4.1
COc1cc(OC)cc(-c2noc(CCn3c(=O)[nH]c4ccccc4c3=O)n2)c1 | -3.4 | -1.5 | -9.1 | 18.0 | 0.9 | -15.9 | 5.7 | 0.0
Cc1nc(-c2cccnc2)cs1 | -6.7 | -0.3 | -0.5 | -4.6 | 0.3 | 0.0 | -2.3 | -3.0
COc1ccc(NC(=O)c2cc(F)cc(F)c2)cc1NS(=O)(=O)c1ccc(Cl)c(Cl)c1 | -7.0 | 6.1 | 23.8 | 18.3 | 8.4 | -16.3 | -11.8 | -2.0

Entries above shown as hits in USP28 inh.
SMILES | USP28 inh | USP10 block | USP8 inh | USP17 block | USP7 inh | USP30 block | OTUD3 block | UCHL1 block
CC1OC2CC(=O)OC2C2=C1C(=O)c1c(O)cccc1C2=O (stereo not drawn) | 56.4* | -6.8 | 0.7 | 93.8* | -56.7 | -2.9 | 45.0* | 24.8
